# Screening data as filed in PubChem BioAssay.
# GLP-1R inv ag = GLP-1 receptor (human) inverse agonism; P43220; AID 624417; Potency, µM (top dose mostly 38.3 µM), without a hit: top-dose activity change, negative = inhibition, usual class: inhibitors; 410,000 compounds, 1.6% hits; HEK293 GLP-1R CRE-luciferase, luminescence, 24 h; GLP-1R form is constitutively active; also: potency is read from the fitted curve at half-maximal effect; % is scaled to controls: 0 for no effect and ±100 for the full control effect; nearly all actives have a fitted effect of over 55% in size
# Target sequence (P43220 whole entry, looked up): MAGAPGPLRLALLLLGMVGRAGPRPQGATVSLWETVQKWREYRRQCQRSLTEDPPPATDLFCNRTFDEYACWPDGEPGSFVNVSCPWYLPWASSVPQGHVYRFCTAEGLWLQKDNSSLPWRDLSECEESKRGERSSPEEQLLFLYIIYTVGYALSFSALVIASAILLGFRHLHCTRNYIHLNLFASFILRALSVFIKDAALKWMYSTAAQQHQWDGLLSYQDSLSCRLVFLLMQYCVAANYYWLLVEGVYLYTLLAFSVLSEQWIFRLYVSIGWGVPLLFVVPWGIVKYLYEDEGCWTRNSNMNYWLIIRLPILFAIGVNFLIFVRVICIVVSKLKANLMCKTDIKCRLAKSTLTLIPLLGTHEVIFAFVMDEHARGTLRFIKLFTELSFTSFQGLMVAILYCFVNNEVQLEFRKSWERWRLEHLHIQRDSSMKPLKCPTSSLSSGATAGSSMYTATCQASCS
#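 qHTS in 1536-well format: reporter HEK293 cells expressing constitutive GLP-1R activity in DMEM + 10% Nu serum, 24 hr with compounds at 37 deg C, luminescence read after 12 min with detection reagent.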
# PTHR1 ag = activates the human parathyroid hormone receptor PTHR1; Potency, µM (titrated, usually from 115 µM), without a hit: at the highest dose activation, hits mostly activators; 410,000 compounds, 0.075% hits; AID 743266; HEK293 GP2 PTHR1 cells, GloSensor cAMP luminescence, 1 h; also: potency is read from the fitted curve at half-maximal effect; nearly all actives have a fitted effect of over 55% in size; some results filed as inactive show a strong effect at the top dose; inactives centre near -15; many of its hits are not listed in these tables
# Target sequence (Q03431 whole entry, looked up): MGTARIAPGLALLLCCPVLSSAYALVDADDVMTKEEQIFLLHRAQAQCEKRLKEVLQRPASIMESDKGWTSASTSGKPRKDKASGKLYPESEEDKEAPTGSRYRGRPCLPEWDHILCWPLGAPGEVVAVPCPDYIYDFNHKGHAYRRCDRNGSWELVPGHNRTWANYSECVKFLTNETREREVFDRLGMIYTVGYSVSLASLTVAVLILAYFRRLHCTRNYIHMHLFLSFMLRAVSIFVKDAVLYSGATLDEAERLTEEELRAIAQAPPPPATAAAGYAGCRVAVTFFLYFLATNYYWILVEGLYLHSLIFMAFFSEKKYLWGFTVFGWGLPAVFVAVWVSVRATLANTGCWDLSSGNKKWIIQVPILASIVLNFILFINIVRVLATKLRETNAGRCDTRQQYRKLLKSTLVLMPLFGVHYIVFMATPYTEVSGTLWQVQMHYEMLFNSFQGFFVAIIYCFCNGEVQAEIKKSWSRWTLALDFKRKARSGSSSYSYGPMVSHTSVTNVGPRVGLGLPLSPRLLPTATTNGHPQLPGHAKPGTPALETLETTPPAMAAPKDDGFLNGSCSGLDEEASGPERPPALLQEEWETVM
#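 HEK-293-derived GP2 cells expressing PTHR1 and a GloSensor cAMP reporter, 3,000/well, plated overnight, given luciferin plus IBMX (each 0.5 mM as added) for 1 h at 37 °C, then compound for 1 h at 37 °C. Luminescence was read after 15 min at room temperature.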
# Abeta yeast res = compounds reversing amyloid beta toxicity in yeast; AID 1347071; Potency, µM (doses to about 46.1 µM), for the others: top-dose growth rescue, most hits filed as activators; 410,000 compounds, 0.063% hits; yeast expressing A-beta42, growth rescue, OD600, 48 h; response scale: 0% DMSO, 100% iron-clioquinol control; also: potency is read from the fitted curve at half-maximal effect; nearly all actives have a fitted effect of over 55% in size
#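 Yeast A-beta toxicity model in growth medium with pinned compounds, 48 h at 30 C; growth read as absorbance at 600 nm. Normalized to FeCl3/clioquinol equimolar mix (positive) and DMSO (negative).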
# aSyn yeast inh = alpha-synuclein toxicity inhibition in yeast; 370,000 compounds, 0.14% hits; AID 652106; Yeast expressing alpha-synuclein, growth rescue, BacTiter-Glo, 24 h; Potency, µM (series often up to 46.1 µM), without a hit: top-dose growth rescue (activation), hits mostly activators; also: potency is read from the fitted curve at half-maximal effect; % of control where 0% means no effect; nearly all actives have a fitted effect of over 65% in size
#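 Readout is rescue of growth in alpha-synuclein-expressing yeast, so inhibitors of toxicity appear as activators. Growth after 24 hr at 30 deg C in galactose medium is quantified by luminescence.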
# TDP-43 yeast inh = inhibitors of TDP-43 toxicity in yeast. 410,000 compounds, 1.8% hits. TDP-43 expressing yeast growth rescue, BacTiter-Glo, 24 h. Potency, µM (titrated, usually from 46.1 µM), inactives show top-dose growth rescue (activation), most hits filed as activators. AID 652104; also: potency is read from the fitted curve at half-maximal effect; % of control where 0% means no effect; nearly all actives have a fitted effect of over 50% in size
#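 Cell-based yeast growth screen: TDP-43 expression induced in galactose, inoculum OD600=0.02 after raffinose pregrowth to mid-log. Read-out BacTiter-Glo luminescence at 24 hr, 30 deg C; inhibition of toxicity seen as signal increase.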
# MmCpn inh = inhibitors of Methanococcus maripaludis chaperonin (MmCpn) | purified Mm-Cpn ATPase, ADP Transcreener TR-FRET | 330,000 compounds, 0.031% hits | Potency, µM (doses to about 76.9 µM), for the others: at the top dose activity, negative = inhibition, most hits filed as inhibitors; also: potency is read from the fitted curve at half-maximal effect; % is scaled to controls: 0 for no effect and ±100 for the full control effect; nearly all actives have a fitted effect of over 80% in size
#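 TR-FRET (320 nm excitation; 590 and 665 nm emission) reports ADP made from 10 uM ATP by 25 nM enzyme; compounds were preincubated 10 min, reaction run 30 min, both at 37°C.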
# Akt phos inh = inhibitors of Akt phosphorylation | activity change, % for hits at 50 µM | 360,000 compounds, 0.32% hits | AID 651550 | Neuro2A IGF-stimulated pAkt S473 HTRF, 20 min; stronger effect = lower value; in the data active = activity change below about -80%; inconclusive = mostly about -51% to -80%; also: % is scaled to controls: 0 for no effect and ±100 for the full control effect
#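 Neuro2A cells in DMEM with 0.5% FBS, overnight at 37 deg C, given compound at single 50 µM final, then IGF (6 nM final) for 20 min at 37 deg C. Lysed; phospho-Akt Ser473 by HTRF after 24 h, 665/615 ratio.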
# FUS suppressor = suppressors of FUS proteinopathy in yeast; S. cerevisiae FUS-expressing, growth rescue, OD600, 24 h; Potency, µM (highest dose often 76.6 µM), without a hit: at the highest dose growth rescue (activation), most hits filed as activators; 390,000 compounds, 0.24% hits; AID 1347120;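 also: potency is read from the fitted curve at half-maximal effect; plate controls were DMSO vehicle for no effect and reference control for full effect; nearly all actives have a fitted effect of over 55% in size; some results filed as inactive show a strong effect at the top dose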
#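 S. cerevisiae expressing FUS from galactose induction served as the toxicity model. Growth after 24hr at 30C, read as absorbance at 600 nm, indicates suppression of toxicity; compounds dosed at several concentrations.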
# HEK293 tox = cytotoxicity counter-screen for GLP-1 receptor inverse agonists; HEK293 cAMP-luciferase reporter cells, luminescence, 24 h; Potency, µM (highest dose often 38.3 µM), for the others: top-dose activity change, negative = inhibition, most hits filed as inhibitors; 410,000 compounds, 0.13% hits; AID 624418;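 also: loss of luciferase light is scored as toxicity; potency is read from the fitted curve at half-maximal effect; % is scaled to controls: 0 for no effect and ±100 for the full control effect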
#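 MLSMR compounds, 24 hr on cells at 37 deg C/5% CO2; luminescence after luciferase reagent (12 min RT). Inhibition counted as the undesired cytotoxic outcome.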
# Starred values were filed as active, the others as inactive; i = inactive; ? = inconclusive; . = no result given; [ ] = dose if it differs, or a comment. Unless noted, calls follow the shape of the dose curve; as a rule, active = well fitted curve in the direction sought with a large enough effect; inconclusive = small, poorly fitted or top-dose-only effect, or another doubt; inactive = no such curve, though single readings can be large; an effect the other way counts as inactive or inconclusive.
# A first look, 10 compounds:
SMILES,GLP-1R inv ag,PTHR1 ag,Abeta yeast res,aSyn yeast inh,TDP-43 yeast inh,MmCpn inh,Akt phos inh,FUS suppressor,HEK293 tox
CCCCNC(=O)CSc1nc2cc3c(cc2c(=O)n1CCCC(=O)NCc1ccc2c(c1)OCO2)OCO3,9%,i,-43%[inhibitor],.,10%,.,.,-1%,7%
CCOc1ccc2nc(NC(=O)Nc3ccccc3)sc2c1,2%,-24%,14%,-3%,9%,-8%,i,12%,-4%
Clc1ccc(CN2CCN(c3ncnc4scc(-c5cccs5)c34)CC2)cc1,?,-91%[inhibitor],?,8%,-15%,2%,i,28%,1%
CCOC(=O)c1[nH]c(C)c(CCC(=O)Nc2ccc(C(C)=O)cc2)c1C,0%,i,-12%,.,17%[9.22 µM],.,.,-17%,3%
COC(=O)c1ccc(NC(=O)CC2C(=O)N(c3ccccc3)C(=O)N2Cc2ccco2)cc1 (stereo not drawn),2%,-8%,-15%,.,-4%,.,.,11%,-7%
Cc1cc(NC(=O)Cc2ccsc2)ccc1Br,?,-25%,?,6%,0%,0%,i,8%,-19%
CC[C@]12CCCN3CCc4c(n(c5ccccc45)C(=O)C1)C32 (stereo partly drawn),?,-53%[inhibitor],15%,1%,27%,1%,i,-29%,-11%
Cc1c(F)cccc1NS(=O)(=O)c1ccc2c(c1)c(C)cc(=O)n2C,15%,i,-2%,3%,6%,1%,i,-3%,9%
CN(C(=O)c1ccc(NC(=O)Cc2ccc(NC(=O)C3CCCN(C(=O)C4CCC4)C3)cc2)cc1)C1CC1 (stereo not drawn),0%,i,4%,-1%,6%,1%,i,7%,10%
CC(=O)c1cccc(NC(=O)COc2ccccc2C(=O)c2cc(C#N)c(=O)n(C3CCCCC3)c2)c1,27%,i,-2%,-6%,3%,-11%,i,10%,7%

# All compounds of this part, from the first entry:
SMILES,GLP-1R inv ag,PTHR1 ag,Abeta yeast res,aSyn yeast inh,TDP-43 yeast inh,MmCpn inh,Akt phos inh,FUS suppressor,HEK293 tox
CCCCNC(=O)CSc1nc2cc3c(cc2c(=O)n1CCCC(=O)NCc1ccc2c(c1)OCO2)OCO3,9%,i,-43%[inhibitor],.,10%,.,.,-1%,7%
CCOc1ccc2nc(NC(=O)Nc3ccccc3)sc2c1,2%,-24%,14%,-3%,9%,-8%,i,12%,-4%
Clc1ccc(CN2CCN(c3ncnc4scc(-c5cccs5)c34)CC2)cc1,?,-91%[inhibitor],?,8%,-15%,2%,i,28%,1%
CCOC(=O)c1[nH]c(C)c(CCC(=O)Nc2ccc(C(C)=O)cc2)c1C,0%,i,-12%,.,17%[9.22 µM],.,.,-17%,3%
COC(=O)c1ccc(NC(=O)CC2C(=O)N(c3ccccc3)C(=O)N2Cc2ccco2)cc1 (stereo not drawn),2%,-8%,-15%,.,-4%,.,.,11%,-7%
Cc1cc(NC(=O)Cc2ccsc2)ccc1Br,?,-25%,?,6%,0%,0%,i,8%,-19%
CC[C@]12CCCN3CCc4c(n(c5ccccc45)C(=O)C1)C32 (stereo partly drawn),?,-53%[inhibitor],15%,1%,27%,1%,i,-29%,-11%
Cc1c(F)cccc1NS(=O)(=O)c1ccc2c(c1)c(C)cc(=O)n2C,15%,i,-2%,3%,6%,1%,i,-3%,9%
CN(C(=O)c1ccc(NC(=O)Cc2ccc(NC(=O)C3CCCN(C(=O)C4CCC4)C3)cc2)cc1)C1CC1 (stereo not drawn),0%,i,4%,-1%,6%,1%,i,7%,10%
CC(=O)c1cccc(NC(=O)COc2ccccc2C(=O)c2cc(C#N)c(=O)n(C3CCCCC3)c2)c1,27%,i,-2%,-6%,3%,-11%,i,10%,7%
O=C(Cc1ccccc1[N+](=O)[O-])Nc1ccc2c(c1)OCO2,5%,i,-5%,-1%,21%,-2%,i,-17%,-5%
CC(=O)N1N=C(c2cccs2)CC1c1ccc(C)o1 (stereo not drawn),?,i,10%,3%,21%,-2%,i,18%,-5%
COc1ccccc1C(CNC(=O)c1ccc(C)c(S(=O)(=O)N2CCCCC2)c1)N1CCCC1 (stereo not drawn),-24%,i,-2%,-9%,-11%,1%,i,25%,9%
COC(=O)c1c(-c2c(Cl)cccc2Cl)noc1C(=O)NNC(=O)N(C)C,7%,i,-8%,-3%,5%,2%,i,9%,10%
COc1ccc(OC)c2[nH]c(=O)c(CCNS(=O)(=O)c3ccccc3)cc12,0%,-8%,-15%,2%,-13%,-2%,i,.,-12%
Cc1ccc(SCCCCN2CCNCC2)cc1,2.8µM*,i,-15%,1%,5%,-22%,i,28%,1%
CCOC(=O)c1ccc(N2C(=O)CC(N3CCC(Nc4ccc(F)cc4)CC3)C2=O)cc1 (stereo not drawn),0%,-2%[57.5 µM],-45%[inhibitor],-62%[inhibitor],-8%,-4%,i,21%,1%
CC(=O)C1CCC2C3CC(C)C4(O)CC(=O)CCC4(C)C3C(O)CC12C (stereo not drawn),-4%,-7%,12%,-2%,12%,.,i,-8%,-1%
Cc1cccc(C)c1NC(=O)C(c1ccc(-c2ccccc2)cc1)n1c(=O)c(-c2ccco2)nc2ccccc21 (stereo not drawn),15%,i,-3%,4%,23%,.,i,21%,-7%
Cc1ccc(-n2nc(C)c3c2OC(N)=C(C#N)C3c2ccoc2)cc1 (stereo not drawn),-19%,-26%,4%,-8%,-6%,-4%,i,15%,?
CN(C)C=NC(=O)c1cc(C(=O)c2ccccc2)c[nH]1,4%,i,10%,1%,-4%,-11%,i,-2%,-21%
COC(=O)c1cc2sc(Cl)cc2n1Cc1nc(-c2ccccc2)oc1C,0%,9%,-11%,3%,9%,-3%,i,-23%,12%
S=c1[nH]nc(Cc2cccs2)n1-c1ccccc1,1%,i,3%,-8%,23%,0%,i,.,-5%
C/C(=N\NC(=O)CC#N)C1COc2ccccc2O1 (stereo not drawn),59%[activator][7.66 µM],-6%,-6%,2%,22%[9.22 µM],5%,i,6%,2%[7.66 µM]
Cc1sc2ncnc(N)c2c1C,45%[activator],-6%,11%,2%,10%,0%,i,-8%,2%
CCC(=O)N(Cc1ccc(S(N)(=O)=O)cc1)C1CC(=O)N(c2ccccc2)C1=O (stereo not drawn),7%,i,0%,4%,6%,0%,i,-27%,-13%
Cc1ccc(-c2nnc(SCC(=O)NCCC(C)C)nc2-c2ccc(C)cc2)cc1,-20%,-23%,-8%,.,4%,.,.,16%,1%
COc1ccc(C(O)c2nc(-c3cccc(O)c3)cs2)cc1 (stereo not drawn),-24%,i,?,?,20µM*,.,i,12%,0%
COc1ccc(CCNc2ncnc3c2nnn3Cc2ccccc2)cc1,-34%,i,20%,-2%,14%,-2%,i,-3%,-25%
COc1cc(Sc2ccc(C)cc2)c(OC)cc1N,0%,i,2%,4%,7%,0%,i,?,-7%
CCN1/C(=C/C=C/c2sc3ccccc3[n+]2CC)Sc2ccccc21,?,-50%[inhibitor],-86%[inhibitor],-48%[inhibitor],-44%[inhibitor],?,i,20%,-30%
c1ccc(-c2nc(-c3nccc4ccccc34)oc2-c2ccccc2)cc1,15%,i,1%,0%,12%,-13%,i,17%,0%
CC(C)(C)C(=O)N1CCN(c2ncnc3scc(-c4ccccc4)c23)CC1,?,-5%,-22%,10%,-1%,-3%,i,12%,-2%
COC(=O)c1ccc(C23CC4(C2)[C@H](CN(C)[C@@H]4c2ccccc2)C3c2ccc(Cl)nc2)cc1 (stereo partly drawn),-11%,i,-1%,3%,16%,-1%,i,18%,-11%
Cc1sc2c(c1C)c(=O)n(-c1ccccc1)c1nnc(C)n21,12%,-3%[57.5 µM],1%,-1%,-7%,1%,i,-16%,-19%
COc1ccc(C(=O)NCC(=O)OCC(=O)Nc2cc([N+](=O)[O-])ccc2F)cc1,6%,-5%,-5%,0%,12%[9.22 µM],1%,i,5%,0%
Cc1ccc2cc(CN(c3ccccc3)S(=O)(=O)c3ccccc3)c(=O)[nH]c2c1,25%,-22%,-3%,-7%,-21%,2%,i,10%,-4%
Cc1cnc(C(=O)OCc2c(C)cc(C(C)(C)C)cc2C)cn1,?,i,-32%[inhibitor],1%,-14%,-2%,i,?,8%
Cc1cc(C(=O)NCCc2ccc(Cl)cc2)c(C)o1,?,i,-17%,-1%,?,0%,i,12%,11%
O=C(O)c1cccc(-c2nc3ccccc3[nH]2)c1,?,-37%[inhibitor],-11%,-15%,-28%,-3%,i,10%,8%

# An excerpt; rates above refer to the full screens.
